BRCA1 expr act – qHTS Assay to Identify Small Molecule Activators of BRCA1 Expression; MCF7-BRCA1-FFLuc reporter, luminescence, 48 h; response scale: scaled: vehicle 0%, 10 µM genistein 100%; Potency, µM (doses to about 46.1 µM), without a hit: at the top dose activation, most hits filed as activators; actives 1.1% (n = 380,000); AID 624202, 2012; also: potency is read from the fitted curve at half-maximal effect; nearly all actives have a fitted effect of over 80% in size; some results filed as inactive show a strong effect at the top dose
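Cells: MCF7-BRCA1-FFLuc, 2000/well. Exposure: 48 h, 37 °C, 5% CO2. Read: luminescence, 15 min post-substrate. Controls: genistein 10 microM (maximal activation), DMSO (neutral).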
ELG1 DNA repair – qHTS screen for small molecules that inhibit ELG1-dependent DNA repair in human embryonic kidney (HEK293T) cells expressing luciferase-tagged ELG1 | HEK293T ELG1-luciferase reporter, luminescence, 16 h; DNA damage induced by 5-fluorouridine | actives 2.3% (n = 330,000) | Potency, µM (titrated, usually from 46.1 µM), for inactives: at the highest dose activity change, negative = inhibition, usual class: inhibitors; also: potency is read from the fitted curve at half-maximal effect; % is scaled to controls: 0 for no effect and ±100 for the full control effect; nearly all actives have a fitted effect of over 55% in size
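HEK293T cells expressing luciferase-tagged ELG1 (2,000/well) received 5-Fluorouridine plus compound or DMSO for 16 hr at 37 °C. Luciferase was read by ONE-Glo luminescence after 30 min at room temperature.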
ELG1 genotox – qHTS screen for small molecules that induce genotoxicity in human embryonic kidney (HEK293T) cells expressing luciferase-tagged ELG1 | HEK293T ELG1-luciferase reporter, luminescence, 16 h | Potency, µM (doses to about 46 µM), for inactives: at the highest dose activity change, positive = activation, usual class: activators | actives 1.3% (n = 330,000); also: potency is read from the fitted curve at half-maximal effect; % of control where 0% means no effect; nearly all actives have a fitted effect of over 60% in size
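DMSO vehicle served as control against compound-treated ELG1-luciferase HEK293T cells; exposure lasted 16 hr at 37 °C and 5% CO2, followed by ONE-Glo luminescence detection after 30 min.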
RORgamma inh – qHTS for inhibitors of ROR gamma transcriptional activity | Nuclear receptor ROR-gamma (Mus musculus), P51450 | Potency, µM (top dose mostly 53.6 µM), for the others: at the highest dose activity change, negative = inhibition, usual class: inhibitors | actives 5.4% (n = 310,000) | AID 2551, 2010 | Drosophila S2 Gal4-RORgamma UAS-luciferase reporter, 20 h; also: potency is read from the fitted curve at half-maximal effect; % is scaled to controls: 0 for no effect and ±100 for the full control effect; nearly all actives have a fitted effect of over 60% in size
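Luciferase reporter read in Schneider cells carrying Gal4-RORγ (mouse) and UAS-Photinus luciferase; cells given compound 1 h before 700 uM copper sulfate induction, then incubated 20 h at ambient temperature.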
FLuc counter – qHTS profiling assay for firefly luciferase inhibitor/activator using purifed enzyme and Km concentrations of substrates (counterscreen for miR-21 project). Luciferin 4-monooxygenase (Photinus pyralis), P08659. purified FLuc, Km substrates, luminescence inhibition. Potency, µM (doses to about 57.5 µM), for the others: top-dose activity change, negative = inhibition, usual class: inhibitors. actives 6.9% (n = 360,000). AID 588342, 2011;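 also: potency is read from the fitted curve at half-maximal effect; plate controls were vehicle for no effect and reference inhibitor for full effect; nearly all actives have a fitted effect of over 55% in size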
Target sequence (P08659 whole entry, looked up): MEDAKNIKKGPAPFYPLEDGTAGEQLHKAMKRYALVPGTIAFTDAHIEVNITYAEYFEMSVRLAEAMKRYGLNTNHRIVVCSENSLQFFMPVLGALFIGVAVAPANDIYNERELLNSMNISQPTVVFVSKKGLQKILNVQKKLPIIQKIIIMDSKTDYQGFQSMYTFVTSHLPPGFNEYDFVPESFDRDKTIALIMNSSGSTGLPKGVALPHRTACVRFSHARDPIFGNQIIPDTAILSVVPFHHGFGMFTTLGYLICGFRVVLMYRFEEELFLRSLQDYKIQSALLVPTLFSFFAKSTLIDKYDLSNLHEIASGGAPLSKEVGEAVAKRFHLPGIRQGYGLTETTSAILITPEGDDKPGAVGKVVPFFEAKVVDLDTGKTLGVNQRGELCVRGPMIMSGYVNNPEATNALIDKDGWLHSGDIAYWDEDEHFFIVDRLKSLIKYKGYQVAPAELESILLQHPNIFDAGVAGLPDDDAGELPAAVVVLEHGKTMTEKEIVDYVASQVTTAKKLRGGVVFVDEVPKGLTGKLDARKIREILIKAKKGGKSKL
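Purified P. pyralis luciferase, 10 nM final, with Km-level 10 uM D-luciferin and 10 uM ATP in 50 mM Tris acetate pH 7.5, 10 mM Mg acetate, 0.01% Tween-20, 0.05% BSA; 6-point qHTS titration about 60 µM downward; luminescence read.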
Rab9 prom act – qHTS Assay for Rab9 Promoter Activators; Potency, µM (doses to about 9.22 µM), for inactives: at the highest dose activation, negative = inhibition, usual class: activators; actives 2.8% (n = 320,000); AID 485297, 2010; Huh7 Rab9 promoter-luciferase reporter, luminescence, 24 h; also: potency is read from the fitted curve at half-maximal effect; % of control where 0% means no effect; nearly all actives have a fitted effect of over 60% in size
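Luciferase signal after 10 min detection reagent at ambient indicates Rab9 promoter upregulation; stably transfected Huh7 cells were treated 24 h with compound in DMSO at 37 °C, 5% CO2.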
Gal4-VP16 FLuc – VP16 counterscreen qHTS for inhibitors of ROR gamma transcriptional activity | Drosophila S2 Gal4-VP16 UAS-luciferase, luminescence, 20 h | Potency, µM (top dose mostly 53.6 µM), without a hit: at the highest dose activity, negative = inhibition, usual class: inhibitors | actives 3.5% (n = 310,000);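 also: Gal4-VP16 expression switched on by copper sulfate through the metallothionein promoter; potency is read from the fitted curve at half-maximal effect; % is scaled to controls: 0 for no effect and ±100 for the full control effect; nearly all actives have a fitted effect of over 50% in size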
TRPV1 agonist – HTS Assay for Compounds that Act as Agonists of the Vanilloid Receptor 1; TRPV1-expressing cells, Fluo-8 calcium influx, agonist mode; activation, % at 8.33 µM; actives 0.19% (n = 320,000); AID 540275, 2011; in the data active = activation above about 80%; inconclusive = between about 30% and that limit; also: 0% is about no effect
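Fluo-8 calcium influx in TRPV1-expressing cells, kinetic read (ex 480/em 520 nm). Compound added and read 3 min for agonist activity, followed by capsaicin at EC20 final and 2 min further read for enhancement.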
Tb PFK inh – qHTS Assay to Find Inhibitors of T. brucei phosphofructokinase | ATP-dependent 6-phosphofructokinase (Trypanosoma brucei brucei), O15648 | T. brucei PFK, ADP-Glo luminescence | Potency, µM (doses to about 57.5 µM), for inactives: at the top dose activity, negative = inhibition, most hits filed as inhibitors | actives 0.17% (n = 330,000) | AID 485367, 2010;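 also: potency is read from the fitted curve at half-maximal effect; 0% = uninhibited 1x PFK enzyme wells and -100% = no-enzyme wells; nearly all actives have a fitted effect of over 60% in size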
Target sequence (O15648 whole entry, looked up): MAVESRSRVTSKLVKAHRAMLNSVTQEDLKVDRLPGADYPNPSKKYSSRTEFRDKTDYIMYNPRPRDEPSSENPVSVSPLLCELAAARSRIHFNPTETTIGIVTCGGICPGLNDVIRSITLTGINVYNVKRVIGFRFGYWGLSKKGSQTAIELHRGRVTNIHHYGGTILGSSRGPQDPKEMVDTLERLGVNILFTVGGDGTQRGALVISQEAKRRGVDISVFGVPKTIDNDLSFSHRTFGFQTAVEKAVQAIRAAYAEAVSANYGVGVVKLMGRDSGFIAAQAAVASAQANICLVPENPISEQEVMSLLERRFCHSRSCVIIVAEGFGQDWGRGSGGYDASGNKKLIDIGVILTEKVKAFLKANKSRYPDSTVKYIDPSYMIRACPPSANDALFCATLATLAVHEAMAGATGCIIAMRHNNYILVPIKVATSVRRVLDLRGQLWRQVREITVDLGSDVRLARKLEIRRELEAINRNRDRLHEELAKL
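In TEA buffer at pH 8.0 with 5 mM MgCl2, enzyme (1.25 nM) converted F6P (0.5 mM) and ATP (0.1 mM) for 45 min at room temperature. ADP product was read by luciferase luminescence.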
NPC1 promoter act – qHTS Assay for NPC1 Promoter Activators; Huh7 NPC1 promoter luciferase reporter, 24 h; Potency, µM (doses to about 9.22 µM), for the others: at the highest dose activation, usual class: activators; actives 2.4% (n = 320,000); AID 485313, 2010;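 also: potency is read from the fitted curve at half-maximal effect; % of control where 0% means no effect; nearly all actives have a fitted effect of over 60% in size; reporter is driven by a mutant NPC1 promoter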
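Luciferase expression driven by the NPC1 promoter was measured in stably transfected Huh7 cells after a 24 h compound incubation, using a luciferase reagent and a luminescence read.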
p53 reactivation – qHTS assay for re-activators of p53 using a Luc reporter; H1299 p53-A138V BP100-luciferase reporter, luminescence, 24 h; Potency, µM (series often up to 92.2 µM), for inactives: top-dose activity change, positive = activation, hits mostly activators; actives 0.063% (n = 320,000); also: potency is read from the fitted curve at half-maximal effect; % of control where 0% means no effect; nearly all actives have a fitted effect of over 45% in size
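H1299 (p53-null), stable ts p53-A138V + BP100-Luc; 1000 cells/well, Opti-MEM/10% FBS; cpd 4 pt, 1:5; 24 h, 37 deg C, 5% CO2; detection reagent 10 min RT; luminescence.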
An asterisk follows results filed as active; ? = inconclusive; / = no result given; [ ] = remark or other dose. Unless noted, calls follow the shape of the dose curve; as a rule, active = well fitted curve in the direction sought with a large enough effect; inconclusive = small, poorly fitted or top-dose-only effect, or another doubt; inactive = no such curve, though single readings can be large; an effect the other way counts as inactive or inconclusive.

Values run as follows: BRCA1 expr act | ELG1 DNA repair | ELG1 genotox | RORgamma inh | FLuc counter | Rab9 prom act | Gal4-VP16 FLuc | TRPV1 agonist | Tb PFK inh | NPC1 promoter act | p53 reactivation
CCOc1ccc(/C=N/n2c(SC)nnc(C(C)(C)C)c2=O)cc1
→ -8% | 3% | -1% | -4% | 1% | 3% | -5% | 26 | -1% | -2% | -9%
O=C(O)c1ccc(N/N=C/c2cc(Br)cs2)cc1
→ ? | ? | ? | 6.3µM* | 0.24µM* | 0.1µM* | 1µM* | -4 | 0% | 0.089µM* | -7%
Cc1ccc(NC(=O)Cc2nc(COC(=O)Cc3cccc(C(F)(F)F)c3)cs2)cc1
→ 34% | 22% | 2% | / | -14% | 13% | / | 22 | -13% | 16% | 19%
COc1cccc(CN2CCCC(C(=O)c3ccc4c(c3)OCO4)C2)c1O (stereo not given)
→ -7% | -2% | -5% | 0% | 3% | -2% | 18% | 5 | 0% | -2% | 8%
O=C(NC1CCN(S(=O)(=O)c2ccc(F)cc2)CC1)c1cccnc1
→ -6% | -3% | -10% | 0% | 0% | ? | -8% | 0 | 7% | -4% | 8%
CCn1c2ccccc2c2nnc(SCc3ccccc3)nc21
→ -48% | -3% | 0% | ? | ? | 0% | ? | 11 | 6% | 10% | 3%
O=C(c1ccc(Cl)c(S(=O)(=O)N2CCCCC2)c1)N1CCCC1
→ -1% | ? | -1% | 13% | 3% | 10% | -19% | 10 | 0% | -4% | -5%
O=S(=O)(NCCc1ccccc1)c1ccc(-n2cnnn2)cc1
→ -12% | 16% | -2% | ? | 3% | 3% | -7% | -4 | 2% | -1% | 7%
O=C(Nc1ccccc1Oc1cccnc1)C1CCCN(C/C=C/c2ccccc2)C1 (stereo not given)
→ -30% | ? | -6% | 13% | 0% | -4% | -10% | 15 | -6% | -1% | 12%
O=C(O)c1cccc(S(=O)(=O)Nc2cccc(S(=O)(=O)N3CCCC3)c2)c1
→ 4% | -2% | -1% | / | 2% | -2% | / | 0 | 2% | 1% | -2%
COc1ccc(C(C)=O)cc1CSc1ccc2c(c1)OCCO2
→ -3% | -5% | -6% | -10% | 0% | -6% | ? | -1 | 16% | -2% | 2%
C/C(=N\NC(=O)CSc1nc2ccccc2c(=O)n1-c1ccccc1C)c1cccs1
→ -32% | ? | -1% | 16% | 3% | -6% | -11% | 2 | 4% | 0% | -12%
CN(CCCNC(=O)c1cc2c(=O)[nH]c3ccccc3c2n1C)Cc1ccccc1
→ 1% | 30% | 0% | -5% | -2% | 3% | -12% | 6 | -2% | -7% | 19%
CCOC(=O)N1CCN(S(=O)(=O)N(C)C)CC1
→ -10% | -6% | 2% | 16% | 2% | -5% | 7% | -5 | -1% | 0% | 3%
CCOc1ccc(C(C)=O)cc1CSc1nnnn1-c1ccc(O)cc1
→ -32% | ? | -8% | 2% | 0% | 0% | 2% | 6 | 4% | -9% | -5%
O=C(Nc1ccc2[nH]c(=O)[nH]c2c1)c1c(F)c(F)c(F)c(F)c1F
→ -19% | 0% | -1% | 12% | -1% | 3% | -1% | -1 | 1% | 0% | -4%
CSCCC(NC(=O)COc1ccccc1)C(=O)N1CCN(C(C)=O)CC1 (stereo not given)
→ -2% | 14% | 1% | -21% | 5% | -3% | -3% | 1 | 0% | -5% | 2%
Cc1ccc(C)c(OCC(=O)Nc2nc3ccc([N+](=O)[O-])cc3s2)c1
→ -4% | -17% | -2% | 19% | -1% | -2% | -13% | 2 | 0% | 0% | -5%
C=CCNC(=O)c1cc2cccc(OC)c2oc1=O
→ -23% | 12% | 2% | 11% | -18% | 0% | 0% | -2 | -7% | 0% | 6%
CCOC(=O)/C=c1\s/c(=C\c2ccc(C(=O)OC)cc2)c(=O)n1CC(=O)Nc1ccccc1
→ -29% | ? | ? | -1% | 1% | -8% | -20% | 0 | 0% | 3% | 2%
CN(C)C(CNC(=S)Nc1ccc(F)cc1)c1cccnc1 (stereo not given)
→ 3% | -12% | 0% | -8% | -2% | 5% | 2% | 2 | -3% | 1% | 6%
Cc1ccc(NC(=O)C2=C(c3ccccc3)S(=O)(=O)CCS2(=O)=O)cc1
→ -8% | ? | -10% | 0.63µM* | -11% | -40%[inhibitor] | 5µM* | -7 | ? | -37%[inhibitor] | -20%
CC(=O)NCCCNc1ccc([N+](=O)[O-])cc1
→ ? | ? | 2% | -7% | 19µM* | 16% | 3% | 4 | -9% | 15% | ?
CCN1CCN(CCC(=O)Nc2cccc(OC)c2)CC1
→ -1% | -25% | 1% | -6% | -1% | -7% | -7% | 2 | 3% | -1% | 4%
N#Cc1ccccc1Cn1cc(/C=N/Nc2ccc([N+](=O)[O-])cn2)c2ccccc21
→ 4% | 6.5µM* | 8% | 19% | 3% | -9% | 0% | -2 | -2% | -16% | 4%
Cc1oc(-c2ccccc2Cl)nc1CSCC(=O)O
→ 2% | -3% | 0% | -127% | ? | 7% | 7.9µM* | / | ? | -3% | -9%
C(=N\N1CCN(Cc2cccc3ccccc23)CC1)/c1cccnc1
→ -44% | 0% | -9% | 6% | -5% | 0% | -21% | 5 | -4% | 5% | -1%
Cn1ncc([N+](=O)[O-])c1C(=O)Nc1ccc(Cl)cc1
→ -39% | -6% | -3% | 0% | 1% | 6% | 5% | 6 | -4% | -3% | 2%
CCOC(=O)CSc1nc2cccnc2n1-c1ccc(F)cc1
→ -6% | 16% | 4% | 20% | -1% | 0% | 1% | -4 | 13% | 2% | -4%
N#Cc1ccccc1NC(=S)Nc1ccc(F)cc1
→ -8% | 7% | 4% | 18µM* | 2% | -11% | 20µM* | 0 | 2% | -1% | -3%
O=C(NCC(=O)N1CCN(S(=O)(=O)c2ccccc2F)CC1)c1ccc2c(c1)OCO2
→ 10% | -5% | -3% | / | 12% | -1% | / | 2 | -3% | -2% | -5%
Cc1ccc(NC(=O)C=NOCC(=O)Nc2cc(C)cc(C)c2)cc1
→ -10% | 29% | 1% | / | / | / | / | / | 0% | / | 4%
CC(Sc1nnc(-c2ccccc2F)n1C1CC1)C(N)=O (stereo not given)
→ 2% | 3% | 2% | 11% | 2% | -4% | -16% | -4 | 13% | 2% | 3%
CC(C)(C)c1ccc(C(=O)N/N=C/c2ccccn2)cc1
→ 40% | ? | ? | 1.4µM* | 9.5µM* | 26% | 4.5µM* | 83* | 6% | 22% | ?
COc1ccc(S(=O)(=O)N2CCNC(=O)C2)cc1Br
→ 4% | 0% | 0% | 2% | 1% | 1% | 6% | 12 | -1% | -4% | 1%
O=C(COc1ccccc1)OCC(=O)N1CCCc2ccccc21
→ -12% | 5% | 1% | / | 1% | 1% | / | -1 | 0% | -2% | 6%
Cc1ccc(NC(=O)COC(=O)CCc2ccccc2)c(Cl)c1
→ 13% | ? | 8% | -22% | 17µM* | -2% | -23% | ? | -7% | -1% | 5%
CCOc1ccccc1C(=O)NCC(=O)OCC(=O)N1CCCC1
→ -2% | 5% | 4% | / | / | / | / | / | 1% | / | -13%
CN(C(=O)CN1C(=O)NC(C)(CCc2ccccc2)C1=O)c1ccccc1 (stereo not given)
→ 0% | -1% | 0% | / | -1% | -4% | / | -1 | 0% | 0% | -8%
Cc1cccc(-c2nc(C#N)c(N3CCC(C)CC3)o2)c1
→ -2% | -3% | 0% | 3% | -2% | -3% | -5% | -3 | -2% | -1% | -5%
CC(=O)NCCC(=O)NCC1(N(C)Cc2ccccc2)Cc2ccccc2C1
→ -2% | 1% | 0% | -7% | 5% | 3% | -6% | 2 | -2% | 1% | /
CCOC(=O)C1=C(c2ccccc2)O/C(=C(/C(=O)OC)C(F)(F)F)S1
→ -1% | 0% | -2% | -4% | 0% | 3% | 5% | 1 | 0% | 10% | 2%
CCCCN(C(=O)c1cnc(C)cn1)c1c(N)n(CCC)c(=O)[nH]c1=O
→ -10% | 13% | -1% | / | -1% | -2% | / | -4 | -11% | 2% | -4%
COc1ccc(C(=O)NC(=S)NNC(=O)c2ccc(NC(C)=O)cc2)cc1Br
→ -24% | ? | -5% | 7.9µM* | -2% | -8% | ? | -2 | -2% | -1% | 2%
CCOC(=O)Cc1nnc(NC(=O)CC)s1
→ 7% | 20% | -5% | 17% | 1% | 6% | -1% | -2 | -4% | 1% | 3%
